Source: PubChem (several laboratories)
Measles CPE: protection of cells from measles virus | Measles virus-infected cells, CPE protection, absorbance | protection (pct of control), % at 4 µM | hit rate 1.5% among 140,000 | AID 841; in the data active = protection mostly above about 24%, no sharp cut-off; inactive = mostly below about 26%; also: some compounds called inactive have numbers as strong as hits
NPY-Y2 antag: blocks the human neuropeptide Y Y2 receptor; inhibition, % at 2.7 µM; NPY-Y2 expressing cells, antagonist mode; P49146; hit rate 0.99% among 140,000; in the data active = inhibition above about 17%;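 also: 0% = vehicle with agonist challenge and 100% = reference antagonist with challenge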
Target sequence (P49146 whole entry, looked up): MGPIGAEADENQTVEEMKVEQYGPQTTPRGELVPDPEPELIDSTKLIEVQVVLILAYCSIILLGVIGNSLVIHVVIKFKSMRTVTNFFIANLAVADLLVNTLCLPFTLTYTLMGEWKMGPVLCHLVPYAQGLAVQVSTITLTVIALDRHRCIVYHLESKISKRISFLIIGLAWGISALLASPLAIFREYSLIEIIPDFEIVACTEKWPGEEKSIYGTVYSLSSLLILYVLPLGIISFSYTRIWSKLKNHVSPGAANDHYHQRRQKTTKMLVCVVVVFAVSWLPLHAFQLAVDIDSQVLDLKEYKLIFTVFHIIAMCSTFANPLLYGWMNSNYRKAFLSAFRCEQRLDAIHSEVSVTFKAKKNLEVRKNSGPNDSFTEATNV
E-sel TNF inh: blocks E-selectin expression induced by TNF alpha. hit rate 0.71% among 120,000. inhibition, % at 2 µM. HUVEC TNFa-induced E-selectin immunofluorescence, high content;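 active = inhibition above the batch mean plus 3 SD, and confirmed as a hit on visual image review, cut at about 43% in these data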;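 also: 0% = TNF-stimulated DMSO wells and 100% = unstimulated control wells; not every result past the cut was called active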
MRP1 act: MRP-1 activation | H69AR cells + doxorubicin, viability rescue, CellTiter-Glo | viability increase, % at 10 µM | hit rate 0.61% among 140,000;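 active = viability gain under doxorubicin at or above a set limit, the compound median plus 3 SD, cut at about 4.7% in these data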;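 also: MRP-1 overexpressing cells given doxorubicin 25 µM after compound pretreatment; 18-22 h compound pretreatment then 72 h with doxorubicin before readout; 0% = doxorubicin-only wells and 100% = vehicle-treated cells without doxorubicin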
HCT116 PTEN-null: suppresses growth of cells with PTEN deletion. HCT116 PTEN-null viability, CellTiter-Glo, 60 h; active compounds read low. viability, % at 10 µM. hit rate 1.2% among 140,000;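 active = viability at or below a set limit, 4 SD under the median of all tested compounds, cut at about 3.7% in these data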;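 also: PTEN knockout HCT116 line with beta catenin targeted HCT116 as companion control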
Yeast life ext: yeast lifespan extension; S. cerevisiae growth with nicotinamide, OD615; deaD strain in restrictive glucose medium; inhibition of the nicotinamide effect, % at 10 µM; hit rate 0.68% among 130,000; AID 775;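 active = inhibition above a set limit, placed 3 SD over the median of all compounds, cut at about 26% in these data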;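 also: 0% = nicotinamide-treated wells and 100% = cells grown without nicotinamide; some compounds called inactive have numbers as strong as hits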
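Test system: DeaD-strain S. cerevisiae / Buffer or medium: restrictive glucose medium / Also added: nicotinamide 1.5 mM / Doses: one concentration, 10 µM, DMSO 0.25% / Schedule: 48 h at 30 °C / Signal: OD615 measurement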
HCT116 bCat-KO: beta-catenin-lacking colon tumor cell growth suppression; hit rate 1.5% among 140,000; viability, % at 10 µM; HCT116 beta-catenin knockout viability, CellTiter-Glo, 60 h; active compounds read low;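 active = viability at or under a set limit, the compound median less 4 SD, cut at about 6% in these data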;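 also: 0% = Hyamine 1622 control at 20 µM and 100% = untreated cell control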
BB579 growth dn: reduces growth of yeast BB579 in restrictive medium; S. cerevisiae BB579 growth, OD615, 48 h; inhibition, % at 10 µM; hit rate 0.51% among 140,000; AID 804;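 active = inhibition above a set limit, 3 SD over the mean compound inhibition, cut at about 44% in these data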; also: inactives centre near -24
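Assay system: S. cerevisiae DeaD strain BB579 yeast. Medium: CSMM-D restrictive synthetic medium containing dextrose (glucose). Times: 4 h cell preincubation, 48 h compound exposure, 30 °C humidified. Signal: OD615 turbidity measurement. Benchmarks: positive control amphotericin B 10 µg/mL.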
GALR2 blocker: antagonists of human galanin receptor 2 (GALR2); O43603; GALR2-expressing cells, antagonist mode; inhibition, % at 4 µM; hit rate 0.39% among 140,000; in the data active = inhibition above about 27%;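 also: cells stimulated with galanin 1-16 at roughly its EC80; 0% = agonist challenge control and 100% = basal control without agonist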
Target sequence (O43603 whole entry, looked up): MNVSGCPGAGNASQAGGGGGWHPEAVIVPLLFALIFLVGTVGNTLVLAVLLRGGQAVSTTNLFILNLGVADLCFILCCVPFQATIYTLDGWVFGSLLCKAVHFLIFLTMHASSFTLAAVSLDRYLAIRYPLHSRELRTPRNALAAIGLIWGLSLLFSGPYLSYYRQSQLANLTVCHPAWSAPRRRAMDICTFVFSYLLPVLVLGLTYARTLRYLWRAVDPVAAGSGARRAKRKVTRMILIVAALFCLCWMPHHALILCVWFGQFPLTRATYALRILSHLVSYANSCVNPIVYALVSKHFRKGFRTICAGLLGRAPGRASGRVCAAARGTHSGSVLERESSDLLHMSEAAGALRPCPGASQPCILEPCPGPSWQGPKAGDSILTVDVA
Phagocytosis inh: macrophage phagocytosis inhibition. J774A.1 macrophage IgG-bead phagocytosis, imaging. inhibition, % at 5 µM. hit rate 0.07% among 110,000. AID 1029;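 active = inhibition above the mean of the plate negative controls plus 5 SD, cut at about 13% in these data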;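 also: phagocytic index as fraction of beads internalized from green versus red external bead signal; plate controls were DMSO negative control for no effect and cytochalasin-D positive control for full effect; some results beyond the cut were filed as inactive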
Starred values were filed as active, the others as inactive; x = not tested or not shown.

Value order – Measles CPE	NPY-Y2 antag	E-sel TNF inh	MRP1 act	HCT116 PTEN-null	Yeast life ext	HCT116 bCat-KO	BB579 growth dn	GALR2 blocker	Phagocytosis inh
O=C(NCc1ccccc1)NC1CCCCC1
 : 6	5	49	-0.6	94	-16	101	-22	7	0
CCN(CC)CCCOc1ccc(Cl)c(Cl)c1
 : 7	5	x	-1.6	92	-2	93	-9	-6	-1
CCOC(=O)C1=C(CSc2nc(C)ccc2C#N)OC(N)=C(C#N)C1c1cccc(OC)c1OC (centres undefined)
 : 14	1	5	-2.9	57	-4	56	-37	18	-1
CCC(OC(=O)CC1Sc2ccccc2NC1=O)C(=O)NCC1CCCO1 (centres undefined)
 : 12	3	-38	-3.8	105	-4	93	-16	-1	-1
Cc1cc(=O)[nH]c(N2CCN(Cc3ccccc3)CC2)n1
 : 0	2	3	-0.8	103	-6	102	-5	1	-2
Cn1c(Cn2c(=O)sc3ccccc32)nnc1SCC(=O)NCC1CCCO1 (centres undefined)
 : 16	-1	-25	-1.8	98	-3	91	-19	1	x
O=C(CN1C(=O)c2cccc3cccc1c23)N1CCN(c2cccc(Cl)c2)CC1
 : 4	3	0	-2.3	84	-22	87	-41	-16	-2
CCCCNC(=O)Nc1ccccc1C(=O)Nc1ccc(OC)cc1
 : 9	1	1	-0.1	95	-6	99	-7	5	-1
Clc1ccc2oc(-c3cccnc3)nc2c1
 : 16	0	-18	-2.1	89	-8	79	-2	-14	x
CCOP(=O)(c1ccc(N(C)C)cc1)C(O)c1ccc(Cl)cc1 (centres undefined)
 : 21	2	11	-1.3	100	-7	100	6	-1	-1
O=C(CN1CCN(C(=O)c2ccco2)CC1)Nc1ccc(Cl)c(C(F)(F)F)c1
 : 14	4	-39	-2.3	82	-6	81	-25	10	0
COC(=O)c1ccc(C(=O)OC)c(NC(=O)COC(=O)C2CCCCC2)c1
 : 8	4	7	-2.3	102	-7	93	-30	-17	4
CC(=O)Nc1ccc(S(=O)(=O)Nc2ccc(S(=O)(=O)N3CCCC3)cc2)cc1
 : 3	-1	-4	-0.1	109	x	97	-37	1	x
COc1ccc(NC(=O)N(Cc2cc3cc(OC)ccc3[nH]c2=O)CC2CCCO2)cc1 (centres undefined)
 : 4	2	x	-0.8	100	-11	88	-22	-25	1
CCOc1ccc(Cc2nnc(SCC(N)=O)n2C)cc1
 : 2	3	8	-0.8	96	-2	87	-14	-9	-1
COc1ccccc1NC(=O)CSc1nnc(Cc2cc(=O)[nH]c(=O)[nH]2)n1-c1ccccc1
 : 3	0	-16	-2.9	105	-4	94	-16	3	-1
Nn1c(SCC(=O)Nc2ccc3c(c2)OCO3)nnc1-c1ccc(Cl)cc1
 : 4	3	20	-4.0	50	-31	27	3	-6	1
Cc1ccc(Cn2ncc(Cl)c(Cl)c2=O)cc1
 : 6	1	x	-5.0	1.7*	-2	2.7*	-22	22	x
Cc1ccc(Cl)cc1N(CC(=O)N1CCCCCC1)S(C)(=O)=O
 : 5	-1	x	-2.3	97	1	99	-29	-2	-1
O=C(Nc1ccc(Cl)cc1)N1CCN(c2ccc3nnc(-c4ccc(F)cc4)n3n2)CC1
 : 3	-3	-82	-4.9	44	-13	34	-31	14	-1
O=C(COc1cccc(F)c1)Oc1ccc(C(=O)c2ccccc2)cc1
 : 5	3	-14	-1.4	94	2	90	-13	5	-2
NCCCCCc1nnc(SC/C=C/c2ccccc2)o1
 : 12	4	-1	-2.0	95	-9	88	-57	-2	-2
COc1cc(C2c3c(-c4cc(C)cc(C)c4O)n[nH]c3C(=O)N2CCCO)cc(OC)c1OC (centres undefined)
 : 9	-1	-20	-4.9	88	-4	82	-18	5	0
Cc1nn(Cc2ccccc2Cl)c(C)c1N
 : 17	1	-2	-1.1	96	-13	99	-21	-4	x
CCCCCCCCNc1nc(Cl)nc(NCc2ccco2)n1
 : 3	0	x	-1.6	94	1	97	-12	-9	-10
COc1cc2[nH]c(=S)n(CC3CCCO3)c(=O)c2cc1OC (centres undefined)
 : 16	1	-15	-2.0	98	-8	94	-12	4	-2
Cc1ccccc1N(C)C(=O)c1coc(=O)c2ccccc12
 : 11	1	-14	0.2	100	-2	100	4	1	2
O=C(CSc1nnc(-c2ccc(S(=O)(=O)N3CCOCC3)cc2)o1)c1ccccc1F
 : 9	1	x	-1.0	95	-2	89	-47	0	0
CC(C)c1c(O)c2c(n(-c3ccccc3)c1=O)CCCC2
 : 13	3	x	-1.9	94	-2	94	-9	1	-4
Cc1ccc(C(=O)N/C(=C/c2ccco2)C(=O)NCCc2c[nH]c3ccccc23)cc1C
 : 33	7	23	-2.0	79	-14	83	-1	5	0
Cc1ccc(C2=NN(CCC(=O)NCc3ccc4c(c3)OCO4)C(=O)CC2)cc1
 : 23	1	-2	-0.9	84	1	79	-43	-4	-4
COC(=O)Cc1csc(Nc2ccc(Cl)cc2)n1
 : 13	-2	7	2.8	90	-8	85	-21	-1	-6
CCCC1CCC(C(=O)Nn2c(C)nc3ccccc3c2=O)CC1 (centres undefined)
 : 6	14	5	0.0	89	-1	93	-35	-16	x
S=C(c1ccc(N2CCOCC2)cc1)N1CCCCC1
 : 2	-1	-11	-1.1	96	-2	88	-41	-3	x
COc1cccc(-c2cc(C(=O)O)[nH]n2)c1
 : 17	2	-36	-0.9	93	-20	101	-27	9	x
CCOC(=O)c1cccc(NC2c3ccccc3C(=O)N2Cc2ccco2)c1 (centres undefined)
 : 7	9	x	-5.0	84	-5	70	-23	14	0
Cc1nn(-c2ccccc2)c(C)c1/C=N/NC(=O)c1cc(C(C)(C)C)[nH]n1
 : 16	0	-9	0.2	104	-5	96	0	7	0
COc1ccccc1N1CCN(C(=O)c2ccc3[nH]c4c(c3c2)CC(C)CC4)CC1 (centres undefined)
 : 10	1	-1	-4.4	33	3	35	-27	5	-2
Cc1ccc(-n2ncc3c(=O)[nH]c(SCC(=O)N4CCCC4)nc32)cc1C
 : 6	-3	16	-3.7	87	0	74	-21	-1	x
O=C(CN1CCN(S(=O)(=O)c2ccc3ccccc3c2)CC1)NC(=O)NC1CCCCC1
 : 20	-2	x	-0.8	33	0	40	-32	-4	0
COc1ccc(NC(=O)C2CCCN2S(=O)(=O)c2ccc3c(c2)CCC(=O)N3)cc1 (centres undefined)
 : 13	3	2	0.4	90	2	85	0	-10	0
CCOC(=O)c1cccc(NC(=O)C2CCCN(S(=O)(=O)c3cnc[nH]3)C2)c1 (centres undefined)
 : 7	1	x	-2.8	91	-5	99	-2	-20	0
COC(=O)[C@H]1[C@H](C(=O)OC)[C@@H](C(=O)OC)N(c2ccc(OC)cc2)[C@@H]1C(=O)OC
 : 9	1	9	0.3	100	5	96	-38	-9	-5
Cc1cc(C(=O)N/N=C/c2cccc([N+](=O)[O-])c2O)n[nH]1
 : 17	2	x	-2.2	71	-3	85	44*	10	-13
Clc1ccc(OCCOCCOc2cccc3cccnc23)c(Br)c1
 : 3	18*	x	-2.7	57	-3	53	-16	-6	x
CC1CCN(c2c(NCC3CCC(C(=O)N4CCCC(C)C4)CC3)c(=O)c2=O)CC1 (centres undefined)
 : 19	-1	21	-1.9	92	-5	82	-33	-7	0
COc1ccccc1CNC(=O)CC(NS(=O)(=O)c1ccc(C)cc1)c1ccco1 (centres undefined)
 : 23	3	x	-0.1	106	-3	88	-71	2	-2
CC(=O)NC(=O)NC1CSCC1OC(C)=O (centres undefined)
 : 19	3	9	-2.6	105	-1	96	-15	2	-3
CC(C)(C)NC(=O)NC(=O)COc1ccccn1
 : 22	0	18	1.1	97	-2	96	-24	6	-2
O=C(NCc1ccco1)c1ccc2c(c1)N(Cc1ccccc1)C(=O)CS2
 : 12	5	9	1.0	70	-6	73	-32	-6	-2
CC(C)C(=O)Nc1cccc(C(=O)NCc2ccc(S(N)(=O)=O)cc2)c1
 : 2	2	1	-0.6	84	-10	92	-16	2	x
O=C1C(C=NCCCN2CCCC2=O)=C(O)c2ccccc21
 : 22	2	x	-0.8	104	-6	98	-56	11	0
CC(C)(C)n1nnnc1C(c1cccc(C#N)c1)N1CCC(Cc2ccccc2)CC1 (centres undefined)
 : 7	2	-16	-0.2	74	0	70	-64	1	-1
Cc1ccc(N2CC(C(=O)Nc3nnc(SCC(=O)Nc4nc(C)cs4)s3)CC2=O)cc1 (centres undefined)
 : 4	3	x	-1.0	92	4	87	-32	-5	-6
CCOc1ccc(CC(=O)C2C(=O)CC(C)(C)CC2=O)cc1OCC
 : 21	-1	13	0.1	106	14	98	-40	-2	-1
COC(=O)CCC(=O)N1CCc2cc(S(=O)(=O)N3CCc4ccccc43)ccc21
 : 1	2	-9	-0.7	105	-15	98	-23	5	-1
CCOC(=O)N1CCN(C(=O)c2cc3c(s2)-c2ccccc2OC3)CC1
 : 8	10	x	-0.9	72	-10	85	-39	-5	0
COc1cc(OC)cc(C(=O)Nc2cccc(NC(C)=O)c2)c1
 : 21	1	-33	-1.5	100	-3	103	-10	11	4
c1ccc(Nc2nc(-c3ccncc3)cs2)nc1
 : 5	-1	x	-1.0	58	-14	68	-33	5	-3
Cc1ccc(S(=O)(=O)C2(C(=O)NCc3ccc4c(c3)OCO4)CC2)cc1
 : 17	6	-1	-2.0	78	-8	99	-8	8	0

Continued:
Value order – Measles CPE	NPY-Y2 antag	E-sel TNF inh	MRP1 act	HCT116 PTEN-null	Yeast life ext	HCT116 bCat-KO	BB579 growth dn	GALR2 blocker	Phagocytosis inh
CCOC(=O)N/N=C/c1ccc(C)o1
 : 3	1	-16	-1.8	111	-13	95	-22	-6	1
COCCn1nnnc1CN(Cc1cccnc1)Cc1cc2cc(OC)ccc2[nH]c1=O
 : 5	3	-23	-3.0	95	-1	89	-22	-5	0
CCCC(=O)Nc1nnc(COC)s1
 : 7	1	-13	-0.3	107	-6	104	-36	-8	6
CNC(=S)N(Cc1cccs1)Cc1cc2ccc(OC)cc2[nH]c1=O
 : 8	-3	12	-1.8	71	2	81	-4	-6	-10
CCNC(=S)NNC(=O)c1cc(CC(C)C)nc2ccccc12
 : 2	5	-13	-0.6	91	-2	100	4	-8	x
CC1CCc2c(sc3nn[nH]c(=O)c23)C1 (centres undefined)
 : 13	0	10	-2.9	109	-7	98	-36	12	-2
CN1CCN(CCN2CCn3c2nc2ccccc23)CC1
 : 10	2	-1	-0.9	97	-13	108	-24	-2	0
C=CCOc1c(Br)cc(/C=N/O)cc1OCC
 : 9	4	x	-3.0	75	-6	74	-24	-2	-5
COc1ccccc1-c1cc(C2CC2)nc(N)c1C#N
 : 11	4	x	-2.5	87	-15	86	-11	7	0
COC(=O)c1nc2n(n1)C(c1cccc(Cl)c1)C1=C(CC(C)(C)CC1=O)N2 (centres undefined)
 : 2	0	7	-1.6	102	-7	102	-29	3	0
COc1ccc2cc(C3CC(c4cccs4)=NN3S(C)(=O)=O)c(Cl)nc2c1 (centres undefined)
 : 12	1	x	-2.3	87	1	80	-19	-9	-13
